Screening data as filed in PubChem.
Tb PFK block – inhibitors of T. brucei phosphofructokinase; O15648; T. brucei PFK, ADP-Glo luminescence; Potency, µM (series often up to 57.5 µM), without a hit: at the top dose activity, negative = inhibition, actives largely listed as inhibitors; 0.17% of 330,000 active;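 also: potency is read from the fitted curve at half-maximal effect; 0% = uninhibited 1x PFK enzyme wells and -100% = no-enzyme wells; nearly all actives have a fitted effect of over 60% in size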
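1.25 nM PFK with 0.5 mM F6P and 0.1 mM ATP in 0.1 M TEA pH 8.0, 5 mM MgCl2, incubated 45 min at room temperature; ADP measured by ADP-Glo luminescence; compounds titrated up to 57 uM.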
USP2a block – blocks human ubiquitin-specific protease USP2a; AID 463254; 0.01% of 330,000 active; Potency, µM (top dose mostly 38.3 µM), without a hit: at the highest dose activity change, negative = inhibition, most hits filed as inhibitors; USP2 core, Ub-CHOP2 coupled fluorogenic reporter, 485/531;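 also: potency is read from the fitted curve at half-maximal effect; plate controls were DMSO wells for no effect and full inhibition by NEM control for full effect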
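Deubiquitinase activity read as fluorescence (485/531 nm) after Ub-CHOP2 cleavage activates the enterokinase reporter on its substrate; USP2 core 10nM, Ub-CHOP2 and substrate 25nM each, 30min compound preincubation then 60min RT; data normalized to NEM, curves fitted.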
Chronic BCR inh – chronic active BCR signaling inhibition. ABC-DLBCL IkBa-CBG/CBR reporter, luminescence ratio, 4 h. 0.05% of 340,000 active. AID 493014. Potency, µM (titrated, usually from 46.1 µM), without a hit: at the top dose ratio change, negative = lower green/red ratio, usual class: inhibitors; active = well fitted inhibition curve with a large enough effect in the signal ratio, with a control signal flat, not every such curve was filed as active; inconclusive = small, poorly fitted or top-dose-only effect, or effect the other way, or a change in a side signal; the % refers to the signal ratio;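 also: potency is read from the fitted curve at half-maximal effect; plate controls were basal doxycycline-induced cells for no effect and cells given 10 µM MG132 for full effect; MG132 reads +100%, hits lower the ratio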
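Compounds up to 46 uM were incubated four hours with TMD8 cells whose green CBG68 luciferase is fused to IkappaBalpha; red CBR luminescence normalised the signal, and concentration-effect curves were fitted to fusion, red and ratio data.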
TSHR antag – antagonists of human thyroid stimulating hormone receptor | P16473 | TSHR-expressing cells, TSH-stimulated cAMP HTRF, 2 h; active compounds read low | activity change, negative = inhibition, % at 11.5 µM | 0.2% of 330,000 active;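 active = activity change below a set negative limit, meaning inhibition stronger than a set level, cut at about -70% in these data; inconclusive = activity change between two set negative limits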; also: % is scaled to controls: 0 for no effect and ±100 for the full control effect
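TSHR-expressing cells, 200/well, pre-treated with compound, then stimulated with EC80 TSH (4nM final) for 2 hours at 37 deg C. cAMP measured by competitive HTRF: anti-cAMP cryptate antibody in lysis buffer plus cAMP-d2, read after 30 minutes at room temperature.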
ELG1 DNA repair – inhibitors of ELG1-dependent DNA repair in HEK293T cells; HEK293T ELG1-luciferase reporter, luminescence, 16 h; DNA damage induced by 5-fluorouridine; Potency, µM (titrated, usually from 46.1 µM), for the others: at the highest dose activity change, negative = inhibition, most hits filed as inhibitors; 2.3% of 330,000 active; also: potency is read from the fitted curve at half-maximal effect; % is scaled to controls: 0 for no effect and ±100 for the full control effect; nearly all actives have a fitted effect of over 55% in size
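HEK293T cells expressing luciferase-tagged ELG1 (2,000/well) received 5-Fluorouridine plus compound or DMSO for 16 hr at 37 °C. Luciferase was read by ONE-Glo luminescence after 30 min at room temperature.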
B2AR arrestin – recruits beta-arrestin to the human beta2-adrenergic receptor | P07550 | beta-arrestin recruitment to beta2AR, cell-based reporter | Potency, µM (series often up to 46.1 µM), without a hit: at the highest dose activation, hits mostly activators | 0.02% of 330,000 active | AID 492947;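 also: potency is read from the fitted curve at half-maximal effect; 0% = DMSO controls and full agonism = EC100 isoproterenol or metaproterenol; nearly all actives have a fitted effect of over 65% in size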
Target sequence (P07550 whole entry, looked up): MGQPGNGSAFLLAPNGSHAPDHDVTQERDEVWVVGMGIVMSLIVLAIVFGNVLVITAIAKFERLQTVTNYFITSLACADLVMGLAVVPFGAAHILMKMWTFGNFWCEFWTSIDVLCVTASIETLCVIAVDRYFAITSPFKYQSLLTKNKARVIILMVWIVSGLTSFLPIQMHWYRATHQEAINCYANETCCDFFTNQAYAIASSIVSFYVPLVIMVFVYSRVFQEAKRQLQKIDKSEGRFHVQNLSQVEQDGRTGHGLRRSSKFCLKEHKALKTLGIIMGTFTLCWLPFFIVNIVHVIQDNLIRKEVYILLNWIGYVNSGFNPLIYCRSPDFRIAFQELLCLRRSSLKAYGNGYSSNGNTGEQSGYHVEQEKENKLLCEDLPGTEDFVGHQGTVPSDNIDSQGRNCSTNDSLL
TCR act – activates T cell receptor signaling | 330,000 tested, under 10 active | AID 504894 | primary human leukocytes, anti-CD3, IL-2 HTRF, 48 h | Potency, µM (series often up to 9.22 µM), inactives show at the highest dose activation of IL-2 secretion, hits mostly activators; also: % of control where 0% means no effect
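Readout: HTRF IL-2, Eu-cryptate/d2 antibody pair, 320nm excitation, 665nm emission. Stimulus: a-CD3 beads, no co-stimulation. Cells: primary human leukocytes. Exposure: 48 hr with compound.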
uPA surface inh – cell surface uPA generation inhibition; cell surface uPA generation assay, qHTS; Potency, µM (doses to about 38.3 µM), for the others: at the top dose activity change, negative = inhibition, usual class: inhibitors; 0.31% of 330,000 active; active = well fitted inhibition curve with a large enough effect; inconclusive = small, poorly fitted or top-dose-only effect; inactive = no such curve, though single readings can be large or run the other way; tested in mouse RAW 264.7 cells; also: potency is read from the fitted curve at half-maximal effect; % is scaled to controls: 0 for no effect and ±100 for the full control effect; nearly all actives have a fitted effect of over 55% in size
Eya2 inh – Eya2 (human) phosphatase inhibition | O00167 | recombinant Eya2, OMFP fluorescence dephosphorylation (OMFP is methylfluorescein phosphate) | Potency, µM (doses to about 76.9 µM), for the others: at the top dose activity, negative = inhibition, usual class: inhibitors | 0.006% of 330,000 active | AID 488837; also: potency is read from the fitted curve at half-maximal effect; % is scaled to controls: 0 for no effect and ±100 for the full control effect
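Eya2 (0.2 uM) preincubated 10 min at ambient with compound, then OMFP substrate added at 50 uM; 10 min reaction in 50 mM HEPES pH 7.5, 50 mM NaCl, 5 uM MgCl2, 0.05% BSA, 1 mM DTT. Fluorescence read at Ex 485/Em 525 nm.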
TSG101-PTAP inh – blocks PTAP/TSG101 interaction to inhibit HIV-1 budding; 340,000 tested, under 10 active; Potency, µM (highest dose often 115 µM), for the others: at the top dose activity change, negative = inhibition, most hits filed as inhibitors; Fluorescence polarization, FITC-PTAP peptide / Tsg101 binding; AID 493005; active = well fitted inhibition curve with a large enough effect in the main read-out, with a control signal flat, not every such curve was filed as active; inconclusive = small, poorly fitted or top-dose-only effect, or effect the other way, or a change in a side signal; inactive = no such curve, though single readings can be large or run the other way; also: potency is read from the fitted curve at half-maximal effect; % of control where 0% means no effect
Target sequence (Q99816 whole entry, looked up): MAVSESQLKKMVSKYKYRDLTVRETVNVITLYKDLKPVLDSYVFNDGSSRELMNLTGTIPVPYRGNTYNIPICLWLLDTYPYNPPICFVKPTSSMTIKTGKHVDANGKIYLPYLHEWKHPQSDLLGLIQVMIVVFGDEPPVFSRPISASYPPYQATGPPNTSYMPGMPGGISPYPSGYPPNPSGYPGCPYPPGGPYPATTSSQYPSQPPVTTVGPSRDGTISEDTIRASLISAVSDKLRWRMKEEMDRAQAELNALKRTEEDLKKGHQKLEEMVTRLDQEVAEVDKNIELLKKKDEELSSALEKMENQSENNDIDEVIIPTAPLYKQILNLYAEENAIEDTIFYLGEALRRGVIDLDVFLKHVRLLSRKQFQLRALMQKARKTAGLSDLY
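Fluorescence anisotropy tracks displacement of a FITC-tagged PTAP peptide (50 nM) from the Tsg101 binding domain (10 uM), following a 20 min room-temperature incubation at pH 7.5.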
Mito fusion yeast – inhibitors of mitochondrial division or activators of mitochondrial fusion; 0.23% of 320,000 active; AID 485298; S. cerevisiae fusion-defective mutant growth rescue, CellTiterGlo 48 h; Potency, µM (top dose mostly 46.1 µM), for the others: at the top dose growth rescue (activation), most hits filed as activators;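 also: potency is read from the fitted curve at half-maximal effect; % of control where 0% means no effect; nearly all actives have a fitted effect of over 45% in size; temperature-sensitive fusion mutants such as fzo1-1 at 37 °C on non-fermentable ethanol glycerol medium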
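S. cerevisiae fusion-defective temperature-sensitive mutants (e.g. fzo1-1, mgm1-5) grown 48 h at 37C in YPEG (ethanol/glycerol non-fermentable) medium with 23 nl compound per well; growth rescue read as CellTiterGlo luminescence.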
Active calls of the source: *; ? = inconclusive; . = not tested or not shown; [ ] = dose if it differs, or a comment. Unless noted, calls follow the shape of the dose curve; as a rule, active = well fitted curve in the direction sought with a large enough effect; inconclusive = small, poorly fitted or top-dose-only effect, or another doubt; inactive = no such curve, though single readings can be large; an effect the other way counts as inactive or inconclusive.

Compound	Mito fusion yeast	Tb PFK block	Eya2 inh	USP2a block	TSG101-PTAP inh	ELG1 DNA repair	TSHR antag	TCR act	uPA surface inh	Chronic BCR inh	B2AR arrestin
COc1cccc(NC(=O)c2ccnc(N3CCC(C(=O)NCc4cc(OC)ccc4OC)CC3)c2)c1	14%	0%	-8%	1%	1%	?	-7	-2%	1%	?	0.4%
CC(=O)Nc1ccc(NC(=O)CSc2n[nH]c(-c3cccs3)n2)cc1	-5%	3%	-22%	1%	-4%	-5%	2	4%	-14%	15%	0.0%
COC(=O)c1c(NC(=O)/C=C/C(=O)O)sc(C)c1-c1ccc(C(C)C)cc1	7%	3%	4%	1%	-2%	-18%	-24	-8%	.	?	-0.5%
COc1ccc(NC(=O)C2=C(C)C(=O)OC23CCC(C)CC3)c(OC)c1 (stereo unspecified)	-7%	-10%	-9%	0%	-1%	-3%	2	-1%	5%	-10%	-0.3%
Cc1ccnc(NC(=O)CCC(=O)N(CC(=O)NCc2ccccc2)Cc2cccs2)c1	17%	0%	-6%	1%	-2%	24%	-4	-5%	0%	2%	-0.3%
CCn1c(/N=C/c2ccc(OC)cc2O)nc2ccccc21	-2%	-4%	0%	0%	-10%	2%	-8	-1%	13%	-1%	-0.2%
CC(=O)c1ccc(S(=O)(=O)Nc2cccc(-c3ccc4nncn4n3)c2)cc1	5%	0%	-2%	0%	-1%	-4%	3	1%	-6%	?	0.5%
CN(C)S(=O)(=O)c1ccc(S(=O)(=O)N(CC(=O)Nc2ccccc2)Cc2ccco2)cc1	3%	0%	-1%	1%	1%	?	11	-1%	-1%	-13%	-0.3%
CCCCNC(=O)c1ccccc1NC(=O)CN(c1ccccc1)S(=O)(=O)N(C)C	-6%	-12%	-2%	-1%	-1%	-21%	0	-3%[46.1 µM]	2%	8%	-0.7%
COc1ccc(C)cc1NC(=O)c1cnc2scc(C)n2c1=O	7%	0%	8%	1%	-5%	10%	-7	-2%	-1%	10%	-0.2%
CC(=O)Nc1cccc(C(=O)N/N=C/c2c[nH]c3ccccc23)c1	6%	3%	2%	1%	-3%	20%	-2	-1%	11%	?	-0.1%
COc1ccc(C(C)=O)cc1COC(=O)Cc1n[nH]c(=O)c2ccccc12	-4%	0%	-19%	0%	-9%	2%	-4	-3%	.	-7%	-0.1%
COc1ccc(C2N=C(c3ccccc3)C(C)(C)N2O)cc1 (stereo unspecified)	-2%	2%	-2%	3%	0%	-2%	0	12%	-6%	10%	-0.7%
O=C(CCCN1C(=O)C(c2ccccc2)Oc2cccnc21)Nc1cccc(F)c1 (stereo unspecified)	19%	1%	0%	-1%	0%	-2%	-20	-7%	-4%	?	0.2%
CC(C)NS(=O)(=O)c1ccc(NC(=O)C(C)OC(=O)CCC2CCCC2)cc1 (stereo unspecified)	8%	0%	-11%	-2%	-13%	6%	-15	-3%	14%	0%	0.3%
COc1ccc(-c2nc(CS(=O)(=O)CC(=O)NCCc3ccc(C)cc3)c(C)o2)cc1	-1%	0%	-1%	2%	-1%	?	8	-13%	0%	-3%	-1.1%
Cc1sc2ncn(CC(=O)N3CCN(c4ccc(F)cc4)CC3)c(=O)c2c1S(=O)(=O)N1CCOCC1	0%	3%	4%	3%	-2%	?	3	-4%	2%	5%	-0.1%
Cc1ccc(NC(=O)NNC(=O)c2snnc2C)cc1	7%	4%	-3%	0%	-11%	?	2	3%	3%	?	-0.9%
COc1ccc(OC)c2[nH]c(=O)c(CCNC(=O)c3ccc(S(=O)(=O)N(C)C)cc3)cc12	4%	3%	10%	1%	-6%	3%	14	2%	0%	5%	-1.3%
N#Cc1ccccc1NC(=O)c1ccc2c(c1)OCCO2	-2%	0%	6%	2%	0%	?	7	7%	1%	-11%	-0.1%
COc1ccc(C2CC(c3c(Cl)cccc3Cl)n3nc(N)nc3N2)cc1 (stereo unspecified)	5%	1%	25%	3%	-12%	2%	-15	4%	3%	0%	0.3%
O=C(CSc1nnc(-c2ccncc2)o1)N1CCCCCC1	4%	1%	5%	2%	0%	-15%	0	-3%	4%	4%	-0.9%
Cc1sc(NC(=O)C2=COCCO2)nc1-c1ccc(Br)cc1	9%	?	-6%	2%	-2%	?	-17	.	-3%	6%	0.3%
COc1ccc(C(=O)N(c2ccc(C)cc2)C2C=CS(=O)(=O)C2)cc1OC (stereo unspecified)	5%	12%	-11%	1%	-3%	3%	12	-8%	-1%	?	-0.1%
CS(=O)(=O)N1CCCC(C(=O)N2CCN(c3cccc(Cl)c3)CC2)C1 (stereo unspecified)	-1%	?	0%	0%	-5%	4%	7	3%	-5%	-10%	-0.4%
CCCCCCCC(O)CC(CC1CCCCC1)C(=O)NN (stereo unspecified)	2%	-3%	-15%	1%	-4%	2%	8	-4%[46.1 µM]	13%	9%	3.0%
CC(Sc1nnc(C2CCCCC2)n1N)C(=O)NCc1ccc2c(c1)OCO2 (stereo unspecified)	0%	5%	-4%[15.4 µM]	0%	-1%	-16%	1	5%	4%	0%	0.0%
COc1ccc([N+](=O)[O-])cc1NC(=O)C1(c2ccc(OC)c(OC)c2)CCOCC1	-5%	1%	-2%	0%	0%	0%	-10	1%	-6%	-7%	-0.1%
CCN(CC)S(=O)(=O)c1ccc(N2CCOCC2)c(NS(=O)(=O)c2ccc(C)cc2)c1	1%	-8%	-2%	-6%	0%	?	5	0%[46.1 µM]	-2%	0%	-1.1%
CCN(CC)S(=O)(=O)c1cccc(NC(=O)COC(=O)C2=COCCO2)c1	-5%	-10%	1%	2%	-2%	7%	-7	-10%	2%	?	0.0%
CN(C(=O)CSc1nc2ccccc2c(=O)n1C)C1CCS(=O)(=O)C1 (stereo unspecified)	.	4%	0%	2%	-1%	-9%	-4	-1%[46.1 µM]	0%	-2%	-0.3%
CC(=O)NC1C(Oc2ccccc2C)OC(CO)C(O)C1O (stereo unspecified)	-2%	0%	-1%	4%	1%	-14%	7	1%	-1%	?	0.5%
Cc1ccccc1NC(=O)C(C)OC(=O)CNS(=O)(=O)c1ccc(C#N)cc1 (stereo unspecified)	-4%	0%	-3%	1%	0%	1%	6	-4%	2%	-2%	?
Cc1ccc(OCC(=O)Nc2ccc(NC(=O)c3ccccc3)cc2)cc1C	-15%	0%	1%	0%	0%	?	-4	-6%	5%	1%	-0.5%
O=C1COc2ccc(C(=O)CCl)cc2N1	-13%	-16%	5%	3%	-1%	?	4	3%	-9%	2%	-1.1%
Cc1c(C(=O)Nc2ccc(C(=O)O)cc2)cnn1C	1%	-1%	13%	-5%	-1%	10%	4	1%	3%	?	0.2%
Cc1ccc(S(=O)(=O)Nc2cc(C)cn(Cc3ccccc3)c2=O)cc1	9%	-5%	-8%	2%	2%	?	-8	-4%	-6%	3%	-0.9%
COc1cc(-c2nc(CN(C)C(C)c3ccncn3)c(C)o2)ccc1F (stereo unspecified)	-4%	-6%	3%	-2%	-2%	10%	-3	2%	-5%	-6%	-0.5%
CC(=O)c1ccc(OCC(=O)Nc2ccc3nc(C)sc3c2)cc1	2%	0%	-11%	1%	0%	4%	-7	.	1%	2%	-0.2%
CCOc1cc([N+](=O)[O-])cc2c1C(=O)Nc1ccccc1O2	-2%	0%	-11%	-2%	?	7.3µM*	18	3%	?	-23%	0.1%
